VP16 counter: VP16 counterscreen qHTS for inhibitors of ROR gamma transcriptional activity; Potency, µM (doses to about 53.6 µM), inactives show at the top dose activity, negative = inhibition, usual class: inhibitors; 3.5% of 310,000 active; AID 2546, 2010; Drosophila S2 Gal4-VP16 UAS-luciferase, luminescence, 20 h;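 further: Gal4-VP16 expression switched on by copper sulfate through the metallothionein promoter; potency means the concentration at half of the fitted maximal effect; on the % scale 0 is the no-effect control and ±100 the full control effect; nearly all actives have a fitted effect of over 50% in size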
p53 reactivator: qHTS assay for re-activators of p53 using a Luc reporter | AID 504706, 2011 | Potency, µM (top dose mostly 92.2 µM), for the others: at the top dose activity change, positive = activation, actives largely listed as activators | H1299 p53-A138V BP100-luciferase reporter, luminescence, 24 h | 0.063% of 320,000 active; further: potency means the concentration at half of the fitted maximal effect; % of control where 0% means no effect; nearly all actives have a fitted effect of over 45% in size
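p53-null H1299 cells stably carrying temperature-sensitive p53-A138V and a BP100-luciferase reporter were pinned with compounds (4-point, 1:5 series) and held 24 hrs at 37 deg C. Luminescence was read 10 min after detection reagent.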
NPC1 promoter act: qHTS Assay for NPC1 Promoter Activators; Potency, µM (highest dose often 9.22 µM), inactives show at the highest dose activation, actives largely listed as activators; Huh7 NPC1 promoter luciferase reporter, 24 h; AID 485313, 2010; 2.4% of 320,000 active;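 further: potency means the concentration at half of the fitted maximal effect; % of control where 0% means no effect; nearly all actives have a fitted effect of over 60% in size; reporter is driven by a mutant NPC1 promoter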
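Huh7 cells stably carrying NPC1 promoter–luciferase, plated in Opti-MEM with 10% FBS for 2 h, were exposed to compound in DMSO for 24 h at 37 °C; luciferase reagent was added for 10 min and luminescence read.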
BRCA1 expr act: qHTS Assay to Identify Small Molecule Activators of BRCA1 Expression; MCF7-BRCA1-FFLuc reporter, luminescence, 48 h; response scale: scaled: vehicle 0%, 10 µM genistein 100%; Potency, µM (series often up to 46.1 µM), without a hit: at the highest dose activation, most hits filed as activators; 1.1% of 380,000 active; further: potency means the concentration at half of the fitted maximal effect; nearly all actives have a fitted effect of over 80% in size; some results filed as inactive show a strong effect at the top dose
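Activators of BRCA1 expression were detected as increased firefly luciferase luminescence in engineered MCF7 cells after 48 h compound incubation. Signals were scaled to genistein 10 microM as full activation.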
ELG1 genotoxic: qHTS screen for small molecules that induce genotoxicity in human embryonic kidney (HEK293T) cells expressing luciferase-tagged ELG1 | HEK293T ELG1-luciferase reporter, luminescence, 16 h | Potency, µM (titrated, usually from 46 µM), for the others: at the top dose activity change, positive = activation, hits mostly activators | 1.3% of 330,000 active | AID 504466, 2011; further: potency means the concentration at half of the fitted maximal effect; % of control where 0% means no effect; nearly all actives have a fitted effect of over 60% in size
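HEK293T cells expressing luciferase-tagged ELG1 were exposed to compound or DMSO vehicle for 16 hr at 37 °C and 5% CO2. Luciferase activity was then measured with ONE-Glo after 30 min at room temperature.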
Tb PFK inh: qHTS Assay to Find Inhibitors of T. brucei phosphofructokinase | ATP-dependent 6-phosphofructokinase (Trypanosoma brucei brucei), O15648 | T. brucei PFK, ADP-Glo luminescence | AID 485367, 2010 | 0.17% of 330,000 active | Potency, µM (highest dose often 57.5 µM), inactives show at the highest dose activity, negative = inhibition, actives largely listed as inhibitors;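 further: potency means the concentration at half of the fitted maximal effect; 0% = uninhibited 1x PFK enzyme wells and -100% = no-enzyme wells; nearly all actives have a fitted effect of over 60% in size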
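Compounds were pin-transferred as a titration series up to 57 uM into substrate buffer (0.5 mM F6P, 0.1 mM ATP, pH 8.0), then 1.25 nM PFK was added and reactions ran 45 min before ADP-Glo detection.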
RORgamma inh: qHTS for inhibitors of ROR gamma transcriptional activity | Nuclear receptor ROR-gamma (Mus musculus), P51450 | Drosophila S2 Gal4-RORgamma UAS-luciferase reporter, 20 h | Potency, µM (highest dose often 53.6 µM), inactives show top-dose activity change, negative = inhibition, usual class: inhibitors | 5.4% of 310,000 active | AID 2551, 2010; further: potency means the concentration at half of the fitted maximal effect; on the % scale 0 is the no-effect control and ±100 the full control effect; nearly all actives have a fitted effect of over 60% in size
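Luminescence from a UAS-regulated Photinus luciferase reporter in stably transfected Drosophila Schneider cells is measured; decreased signal marks ROR gamma inhibition. Fusion expression is induced by 700 uM copper sulfate for 20 hr.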
Rab9 prom act: qHTS Assay for Rab9 Promoter Activators; Potency, µM (top dose mostly 9.22 µM), for inactives: top-dose activation, negative = inhibition, hits mostly activators; 2.8% of 320,000 active; Huh7 Rab9 promoter-luciferase reporter, luminescence, 24 h; AID 485297, 2010; further: potency means the concentration at half of the fitted maximal effect; % of control where 0% means no effect; nearly all actives have a fitted effect of over 60% in size
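Huh7 cells stably carrying Rab9 promoter–luciferase reporter, plated 1500 cells/well, compound added after 2 h and incubated 24 h at 37 °C; luciferase luminescence then read after 10 min with detection reagent.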
FLuc modulator: qHTS profiling assay for firefly luciferase inhibitor/activator using purifed enzyme and Km concentrations of substrates (counterscreen for miR-21 project); Luciferin 4-monooxygenase (Photinus pyralis), P08659; 6.9% of 360,000 active; Potency, µM (top dose mostly 57.5 µM), for inactives: top-dose activity change, negative = inhibition, actives largely listed as inhibitors; purified FLuc, Km substrates, luminescence inhibition;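 further: potency means the concentration at half of the fitted maximal effect; plate controls were vehicle for no effect and reference inhibitor for full effect; nearly all actives have a fitted effect of over 55% in size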
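Biochemical qHTS of compounds, final roughly 60 µM downward over six points, against 10 nM purified firefly luciferase using Km concentrations of substrates (10 uM D-luciferin, 10 uM ATP) in Tris acetate pH 7.5 buffer; luminescence output.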
TRPV1 agonist: HTS Assay for Compounds that Act as Agonists of the Vanilloid Receptor 1. Transient receptor potential cation channel subfamily V member 1 (Homo sapiens), Q8NER1. TRPV1-expressing cells, Fluo-8 calcium influx, agonist mode. activation, % at 8.33 µM. 0.19% of 320,000 active; in the data active means activation above about 80%; inconclusive means between about 30% and that limit; further: 0% is about no effect
Target sequence (Q8NER1 whole entry, looked up): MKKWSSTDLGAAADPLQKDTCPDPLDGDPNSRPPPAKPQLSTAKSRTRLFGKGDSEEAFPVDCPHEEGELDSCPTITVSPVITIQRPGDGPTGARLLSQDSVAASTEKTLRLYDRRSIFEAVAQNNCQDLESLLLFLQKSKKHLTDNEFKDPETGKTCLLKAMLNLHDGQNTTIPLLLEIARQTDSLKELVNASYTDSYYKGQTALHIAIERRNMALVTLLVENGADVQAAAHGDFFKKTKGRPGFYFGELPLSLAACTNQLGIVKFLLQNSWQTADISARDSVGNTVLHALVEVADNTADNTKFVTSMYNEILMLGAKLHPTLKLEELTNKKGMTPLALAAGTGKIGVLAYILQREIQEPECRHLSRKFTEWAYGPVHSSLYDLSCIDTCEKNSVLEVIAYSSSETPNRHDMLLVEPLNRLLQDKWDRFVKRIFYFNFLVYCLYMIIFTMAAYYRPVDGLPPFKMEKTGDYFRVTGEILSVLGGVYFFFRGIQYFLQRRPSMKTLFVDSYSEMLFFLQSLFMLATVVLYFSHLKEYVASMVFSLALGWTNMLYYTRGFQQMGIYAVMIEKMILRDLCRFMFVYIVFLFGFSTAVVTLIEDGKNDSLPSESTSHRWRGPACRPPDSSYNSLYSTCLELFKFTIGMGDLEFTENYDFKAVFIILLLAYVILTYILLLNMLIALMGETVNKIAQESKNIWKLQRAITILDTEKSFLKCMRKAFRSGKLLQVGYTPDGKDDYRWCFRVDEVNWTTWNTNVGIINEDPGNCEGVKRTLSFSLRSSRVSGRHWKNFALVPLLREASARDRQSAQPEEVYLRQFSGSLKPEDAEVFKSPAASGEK
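Cells expressing TRPV1 were dye-loaded with Fluo-8 and read kinetically: 10 s baseline, 3 min after compound (agonist portion), then 2 min after EC20 capsaicin (allosteric enhancer portion). Calcium-bound dye fluorescence at 480/520 nm.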
ELG1 DNA repair: qHTS screen for small molecules that inhibit ELG1-dependent DNA repair in human embryonic kidney (HEK293T) cells expressing luciferase-tagged ELG1; HEK293T ELG1-luciferase reporter, luminescence, 16 h; DNA damage induced by 5-fluorouridine; Potency, µM (titrated, usually from 46.1 µM), inactives show at the top dose activity change, negative = inhibition, hits mostly inhibitors; AID 504467, 2011; 2.3% of 330,000 active; further: potency means the concentration at half of the fitted maximal effect; on the % scale 0 is the no-effect control and ±100 the full control effect; nearly all actives have a fitted effect of over 55% in size
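Luminescence from the luciferase reporter, measured 30 min after ONE-Glo reagent at room temperature, was the read-out. Beforehand, 2,000 cells per well were exposed for 16 hr at 37 °C to 5-fluorouridine together with compound or vehicle.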
* marks the source's active call; other numbers are inactive results; u = inconclusive; x = not tested or not shown; [ ] = dose if it differs, or a comment. Unless noted, the call rests on the fitted dose curve; in most records, active means well fitted curve in the direction sought with a large enough effect; inconclusive means small, poorly fitted or top-dose-only effect, or another doubt; inactive means no such curve, though single readings can be large; an effect the other way counts as inactive or inconclusive.

A first look:
1) CCn1c(CNc2ccc(Cl)cc2)nnc1SCc1ccc(C)cc1
2) CC(=O)c1cccc(NC(=O)NCc2ccccn2)c1
3) CCCCOc1ccc(C(=O)NCC(=O)NC2CCN(Cc3ccccc3)CC2)cc1
4) COc1ccc(C2CC(c3ccc(Cl)cc3Cl)Nc3nc(N)nn32)cc1OC (configuration not stated)
screen / no. | 1 | 2 | 3 | 4
VP16 counter | 14% | u | -1% | -9%
p53 reactivator | -13% | u | u | -6%
NPC1 promoter act | -2% | u | -4% | 1%
BRCA1 expr act | -79% | u | -8% | 5%
ELG1 genotoxic | -4% | 9.2µM* | -7% | 4%
Tb PFK inh | -5% | -17% | 0% | 5%
RORgamma inh | u | u | 13% | 14%
Rab9 prom act | 2% | u | 0% | -1%
FLuc modulator | -3% | 9.5µM* | 1% | 1%
TRPV1 agonist | 15 | 6 | 1 | -3
ELG1 DNA repair | u | u | 0% | 18%

Main list (from the top)
1) CCn1c(CNc2ccc(Cl)cc2)nnc1SCc1ccc(C)cc1
2) CC(=O)c1cccc(NC(=O)NCc2ccccn2)c1
3) CCCCOc1ccc(C(=O)NCC(=O)NC2CCN(Cc3ccccc3)CC2)cc1
4) COc1ccc(C2CC(c3ccc(Cl)cc3Cl)Nc3nc(N)nn32)cc1OC (configuration not stated)
5) CS(=O)(=O)N1CCN(c2ccccc2NC(=O)c2cccc3ccccc23)CC1
6) CCOc1ccccc1C(C(=O)NC1CCCC1)N(C(=O)c1csnn1)C1CC1 (configuration not stated)
screen / no. | 1 | 2 | 3 | 4 | 5 | 6
VP16 counter | 14% | u | -1% | -9% | -11% | -2%
p53 reactivator | -13% | u | u | -6% | -18% | -1%
NPC1 promoter act | -2% | u | -4% | 1% | -5% | -5%
BRCA1 expr act | -79% | u | -8% | 5% | -9% | -5%
ELG1 genotoxic | -4% | 9.2µM* | -7% | 4% | -11% | 1%
Tb PFK inh | -5% | -17% | 0% | 5% | -2% | 5%
RORgamma inh | u | u | 13% | 14% | 20% | -16%
Rab9 prom act | 2% | u | 0% | -1% | -6% | -5%
FLuc modulator | -3% | 9.5µM* | 1% | 1% | 1% | 1%
TRPV1 agonist | 15 | 6 | 1 | -3 | -2 | 1
ELG1 DNA repair | u | u | 0% | 18% | -30% | 7%

7) O=C(CCSc1nnc(-c2ccncc2)o1)Nc1ccc(F)cc1
8) CC1CN(C(=O)c2ccncc2)CC(C)O1 (configuration not stated)
9) Cc1ccc(NC(=O)NC(=O)CSc2nnc(-c3ccc(OC(F)F)cc3)n2N)c(C)c1
10) COc1ccc(C)cc1NS(=O)(=O)c1ccc2c(c1)N(C(C)=O)CCO2
11) Cc1ccc2nc(SCC(=O)Nc3ccc4c(c3)CCC4)[nH]c2c1
12) CCN1C(C(=O)Nc2cc(C)on2)=C(O)c2ccccc2S1(=O)=O
screen / no. | 7 | 8 | 9 | 10 | 11 | 12
VP16 counter | u | -2%[0.365 µM] | 8% | -14% | 11µM* | 4%
p53 reactivator | 0% | 4% | 15% | 1% | 4% | -2%
NPC1 promoter act | -4% | u | 2% | -1% | -4% | 1%
BRCA1 expr act | -5% | -4% | 22% | 0% | 4% | -4%
ELG1 genotoxic | 2% | -4% | 4% | 0% | 0% | 2%
Tb PFK inh | -16% | 3% | 4% | 0% | 3% | -1%
RORgamma inh | -11% | -32% | 3% | 22% | u | 6%
Rab9 prom act | -8% | -5% | 18% | -2% | 1% | 0%
FLuc modulator | 1% | 2% | 5% | 2% | 0% | 4%
TRPV1 agonist | -1 | 1 | 4 | 2 | u | -4
ELG1 DNA repair | -24% | -1% | 23% | 6% | -3% | -3%

13) CN(CCCN1CCOCC1)C(=O)c1ccc2nc(Cc3cccc(Cl)c3)oc2c1
14) Cn1c(CCNC(=O)c2ccco2)nc2ccccc21
15) COc1ccc(CN2CCN(C(=O)c3ccc(-c4ccccc4)cc3)CC2)c(OC)c1OC
16) Cc1ccc(CN(CC(=O)NC2CCCC2)C(=O)c2csnn2)cc1
17) CC1CCc2[nH]c3ccc(C(=O)NCC4CCCO4)cc3c2C1 (configuration not stated)
18) C/C(Cn1cnc([N+](=O)[O-])n1)=N\NC(=O)c1ccccc1
screen / no. | 13 | 14 | 15 | 16 | 17 | 18
VP16 counter | -3% | x | 3% | 0% | x | 23%
p53 reactivator | -4% | 2% | 3% | 3% | 4% | u
NPC1 promoter act | 1% | 1% | -11% | 2% | 23% | -1%
BRCA1 expr act | -22% | 15% | 2% | -9% | 89% | 23%
ELG1 genotoxic | -2% | -1% | 0% | -3% | 8% | 7%
Tb PFK inh | u | -9% | -5% | -23% | 1% | 11%
RORgamma inh | -1% | x | 0% | -6% | x | 22%
Rab9 prom act | 1% | -23% | -7% | -11% | u | 1%
FLuc modulator | -3% | 1% | -18% | 3% | 9.5µM* | -1%
TRPV1 agonist | -9 | -7 | 26 | 19 | -6 | 4
ELG1 DNA repair | 15µM* | 12% | 21% | 10% | u | u

19) CN(C)c1ccc(-c2nc3ccccc3c(=O)[nH]2)cc1
20) Cc1cccc(NC(=O)c2sc3nc(-c4ccccc4)cn3c2C)n1
21) COc1ccc(NC(=O)c2oc3ccccc3c2NC(=O)C2CC2)c(OC)c1
22) Cc1ccc(NC(=S)NCc2ccc(F)cc2)c(C)c1
23) Cc1cc(-n2c(C)cc(C(=O)CCl)c2C)no1
24) O=C(COC(=O)CCN1C(=O)/C(=C\C=C\c2ccccc2)SC1=S)Nc1cc(F)ccc1F
screen / no. | 19 | 20 | 21 | 22 | 23 | 24
VP16 counter | u | -4% | -5% | 5.6µM* | u | u
p53 reactivator | 5% | -6% | 15% | 0% | -10% | 1%
NPC1 promoter act | 0.35µM* | 16% | 0% | -3% | -15% | -2%
BRCA1 expr act | -49% | -2% | 0% | 5% | -90%[inhibitor] | -83%
ELG1 genotoxic | 0.82µM* | -6% | 11% | -5% | 9% | 3%
Tb PFK inh | -2% | -2% | 1% | -7% | 1% | -4%
RORgamma inh | 5.6µM* | -7% | -9% | 5.6µM* | 6.3µM* | u
Rab9 prom act | 0.25µM* | 1% | -3% | -1% | -25% | -7%
FLuc modulator | 0.6µM* | u | 1% | 10% | 2% | 13µM*
TRPV1 agonist | 7 | 11 | 3 | u | 1 | 0
ELG1 DNA repair | u | 18µM* | 11% | -7% | -1% | u

25) CNc1nnc(Sc2ncccc2[N+](=O)[O-])s1
26) CC(C)CCN(C(=S)Nc1cccc(C(F)(F)F)c1)C(C)c1ccccn1 (configuration not stated)
27) O=[N+]([O-])c1cccc(C(=NCc2ccccc2)NO)c1
28) CC(NC(=O)c1cc2c(s1)CS(=O)(=O)C2)c1ccccc1 (configuration not stated)
29) O=C(O)C(O)Cc1c[nH]c2ccccc12 (configuration not stated)
30) C/C(=N\NC(=O)C(=O)N/N=C(\C)c1cccc(O)c1)c1cccc(O)c1
31) O=C(COc1ccccc1)N/N=C/c1cc2c(cc1[N+](=O)[O-])OCO2
32) CCn1c(SCC(=O)NC(=O)NC(C)(C)C)nc2ccccc21
33) COc1cc(OC)cc(C(=O)NCC(=O)OCC(=O)NCc2ccco2)c1
screen / no. | 25 | 26 | 27 | 28 | 29 | 30 | 31 | 32 | 33
VP16 counter | 11% | u | 11% | -6% | -8% | 5%[10 µM] | 14% | 1% | x
p53 reactivator | -10% | -1% | x | 1% | 1% | 0% | 19% | -4% | 8%
NPC1 promoter act | 0% | -2% | -1% | 4% | -2% | 1% | 11% | -5% | x
BRCA1 expr act | -7% | -45% | -28% | -23% | 8% | -1% | 29% | -15% | -7%
ELG1 genotoxic | -3% | -6% | 7% | 0% | 0% | -3% | 14% | -3% | 1%
Tb PFK inh | 1% | -2% | 2% | -2% | 3% | 1% | -3% | 0% | -21%
RORgamma inh | -35% | u | 23% | 17% | 2% | -19% | 37% | 16% | x
Rab9 prom act | -5% | 1% | 2% | 5% | -3% | -2% | 12% | -7% | x
FLuc modulator | 3% | -3% | -1% | -1% | 6% | -4% | u | -3% | x
TRPV1 agonist | 1 | 13 | 3 | 16 | 1 | -3 | -4 | 1 | x
ELG1 DNA repair | -10% | 2% | 11% | 12% | -1% | -8% | 15% | -9% | 3%

From PubChem
